GLP-1R inv ag – inverse agonists of human GLP-1 receptor. AID 624417. 1.6% of 410,000 active. Potency, µM (doses to about 38.3 µM), for inactives: at the top dose activity change, negative = inhibition, most hits filed as inhibitors. HEK293 GLP-1R CRE-luciferase, luminescence, 24 h; GLP-1R form is constitutively active. P43220; also: potency is read from the fitted curve at half-maximal effect; % is scaled to controls: 0 for no effect and ±100 for the full control effect; nearly all actives have a fitted effect of over 55% in size
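Inverse agonists were sought by their lowering of basal cAMP reporter luciferase output in HEK293 cells stably carrying constitutively active human GLP-1R, after 24 h compound treatment.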
GLP1R cytotox – cytotoxic in the GLP-1 receptor inverse agonist counter-screen; HEK293 cAMP-luciferase reporter cells, luminescence, 24 h; Potency, µM (titrated, usually from 38.3 µM), without a hit: top-dose activity change, negative = inhibition, most hits filed as inhibitors; 0.13% of 410,000 active;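 also: loss of luciferase light is scored as toxicity; potency is read from the fitted curve at half-maximal effect; % is scaled to controls: 0 for no effect and ±100 for the full control effect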
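Seeding density was 200 cells/uL; after overnight-length (12 h) culture, 23 nL compounds went on for 24 h at 37 °C. Readout used a luciferase detection reagent, luminescence taken after 12 min at room temperature.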
PTHR1 ag – agonists of human PTHR1 parathyroid hormone receptor; 0.075% of 410,000 active; Q03431; Potency, µM (series often up to 115 µM), inactives show at the top dose activation, usual class: activators; HEK293 GP2 PTHR1 cells, GloSensor cAMP luminescence, 1 h; also: potency is read from the fitted curve at half-maximal effect; nearly all actives have a fitted effect of over 55% in size; some results filed as inactive show a strong effect at the top dose; inactives centre near -15; many of its hits are not listed in these tables
Target sequence (Q03431 whole entry, looked up): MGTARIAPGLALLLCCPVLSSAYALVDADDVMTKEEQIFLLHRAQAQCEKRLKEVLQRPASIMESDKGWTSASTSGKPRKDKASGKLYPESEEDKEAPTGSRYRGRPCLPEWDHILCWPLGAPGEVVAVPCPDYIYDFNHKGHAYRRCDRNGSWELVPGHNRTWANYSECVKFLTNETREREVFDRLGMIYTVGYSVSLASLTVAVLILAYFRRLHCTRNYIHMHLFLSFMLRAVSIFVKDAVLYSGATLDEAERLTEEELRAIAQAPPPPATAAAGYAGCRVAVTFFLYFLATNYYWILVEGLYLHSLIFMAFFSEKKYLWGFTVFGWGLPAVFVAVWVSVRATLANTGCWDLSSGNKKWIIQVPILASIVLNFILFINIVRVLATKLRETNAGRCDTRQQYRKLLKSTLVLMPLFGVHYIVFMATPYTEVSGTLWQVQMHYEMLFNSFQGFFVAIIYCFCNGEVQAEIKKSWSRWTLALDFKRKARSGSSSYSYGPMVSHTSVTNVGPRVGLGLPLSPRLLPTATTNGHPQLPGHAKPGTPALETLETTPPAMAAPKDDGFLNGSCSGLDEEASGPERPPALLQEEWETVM
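HEK-293-derived GP2 cells expressing PTHR1 and a GloSensor cAMP reporter, 3,000/well, plated overnight, given luciferin plus IBMX (each 0.5 mM as added) for 1 h at 37 °C, then compound for 1 h at 37 °C. Luminescence was read after 15 min at room temperature.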
GLP1R ag – agonists of human GLP-1 receptor; P43220; HEK293 GLP-1R CRE-luciferase, luminescence, 4-6 h; cells express a hypersensitive GLP-1R form; Potency, µM (titrated, usually from 45.6 µM), for inactives: top-dose activation, actives largely listed as activators; 0.007% of 380,000 active; also: potency is read from the fitted curve at half-maximal effect; % of control where 0% means no effect
D3 ag – D3 dopamine receptor (human) agonism; P35462; D3R DiscoveRx beta-arrestin cells, luminescence, 90 min; max activation, %; 0.58% of 410,000 active; in the data active = max activation above about 30%; also: 0% is about no effect; mostly tested at two doses, the higher about 12 µM
Target sequence (P35462 whole entry, looked up): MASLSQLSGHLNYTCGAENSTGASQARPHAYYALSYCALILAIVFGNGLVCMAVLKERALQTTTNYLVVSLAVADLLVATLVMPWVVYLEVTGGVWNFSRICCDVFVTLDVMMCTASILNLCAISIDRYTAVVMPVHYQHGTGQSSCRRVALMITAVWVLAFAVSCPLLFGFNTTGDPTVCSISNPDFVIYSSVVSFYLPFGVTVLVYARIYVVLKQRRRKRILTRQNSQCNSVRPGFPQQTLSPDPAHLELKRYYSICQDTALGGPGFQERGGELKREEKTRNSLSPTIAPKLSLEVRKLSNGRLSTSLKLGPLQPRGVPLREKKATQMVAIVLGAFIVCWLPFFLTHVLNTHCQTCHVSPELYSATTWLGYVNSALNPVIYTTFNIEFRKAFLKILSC
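Cells at 1500/well, incubated overnight, then treated with pinned compounds (dopamine as control) for 90 min at 37 degrees C. DiscoveRx reagent added for 30 - 60 minutes at room temperature; luminescence read.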
D3 antag – antagonists of human D3 dopamine receptor; P35462; max response, negative = inhibition, %; D3R cells, DiscoveRx beta-arrestin luminescence, antagonist mode; stronger effect = lower value; 2.5% of 360,000 active; AID 652054; in the data active = max response below about -50%; inconclusive = no clear call, values can overlap the other calls; also: % is scaled to controls: 0 for no effect and ±100 for the full control effect; mostly tested at two doses, the higher about 12 µM
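Cells expressing the human receptor were seeded at 1500 cells/well, incubated overnight at 37 degrees C in 5% CO2, then exposed to library compounds with dopamine controls for 90 minutes at 37 degrees C before luminescent detection.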
aSyn yeast inh – alpha-synuclein toxicity inhibition in yeast; Yeast expressing alpha-synuclein, growth rescue, BacTiter-Glo, 24 h; Potency, µM (series often up to 46.1 µM), inactives show at the highest dose growth rescue (activation), actives largely listed as activators; 0.14% of 370,000 active; also: potency is read from the fitted curve at half-maximal effect; % of control where 0% means no effect; nearly all actives have a fitted effect of over 65% in size
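Rescue of yeast growth: cells expressing toxic alpha-synuclein, induced in galactose at OD600 0.02, incubated with compound 24 h at 30 C. ATP luminescence quantified growth; inhibitors of toxicity appear as activators.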
KB-V1 MDR tox – KB-V1 MDR subline cytotoxicity | KB-V1 MDR cells viability, CellTiter-Glo, 72 h | Potency, µM (doses to about 46.1 µM), for the others: at the highest dose activity change, negative = cytotoxicity, hits mostly cytotoxic | AID 1347076 | 3.4% of 400,000 active; also: potency is read from the fitted curve at half-maximal effect; % is scaled to controls: 0 for no effect and ±100 for the full control effect; nearly all actives have a fitted effect of over 60% in size
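Cytotoxicity via CellTiter-Glo luminescence after 72 h compound exposure at 37 degrees C. Cells: drug-selected KB-V1 line, DMEM phenol-red free plus 10% FBS. Compounds tested at multiple concentrations; normalized data fitted to concentration-effect curves.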
TDP-43 yeast inh – rescues yeast growth from TDP-43 toxicity; TDP-43 expressing yeast growth rescue, BacTiter-Glo, 24 h; Potency, µM (highest dose often 46.1 µM), for inactives: at the highest dose growth rescue (activation), actives largely listed as activators; 1.8% of 410,000 active; AID 652104; also: potency is read from the fitted curve at half-maximal effect; % of control where 0% means no effect; nearly all actives have a fitted effect of over 50% in size
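Readout is BacTiter-Glo luminescence of cell growth, so inhibitors register as activators. TDP-43-expressing yeast at OD600=0.02 in galactose medium, after raffinose pregrowth to mid-log, were incubated with compound for 24 hr at 30 deg C.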
Numbers without * were called inactive; i = inactive; u = inconclusive; x = not tested or not shown; & = joins results of further samples; [ ] = remark or other dose. Unless noted, calls follow the shape of the dose curve; as a rule, active = well fitted curve in the direction sought with a large enough effect; inconclusive = small, poorly fitted or top-dose-only effect, or another doubt; inactive = no such curve, though single readings can be large; an effect the other way counts as inactive or inconclusive.

SMILES | GLP-1R inv ag | GLP1R cytotox | PTHR1 ag | GLP1R ag | D3 ag | D3 antag | aSyn yeast inh | KB-V1 MDR tox | TDP-43 yeast inh
O=C(NCc1ccco1)C1CCN(c2nc3ccccc3n2Cc2ccc(F)cc2)CC1 | u | -21.7% | i | 1.6% | 1.0 | -0.7 | 17.5% | -1.7% | 21.5%
CCc1ccccc1NC(=O)c1cc(-c2ccc(F)cc2)on1 | -11.7% | 4.9% | i | 1.7% | -0.9 | 0.0 | -4.7% | 6.6% | -7.9%
Clc1cccc(Cl)c1COn1nnc2ccccc21 | -22.0% | u | -28.7% | 26.1% | -10.7 | -20.4 | 8.8% | u | 2.5%
COc1ccc(CCNc2nc(-c3sc(N)nc3C)cs2)cc1OC | 114.4%[activator] | 1.3% | -13.1%[57.5 µM] | 20.4% | -1.1 | 105.3 | 0.6% | -19.3% | -16.7%
COc1ccc(CC(=O)Nc2cccc(/C(C)=N/NC(=O)C3(C)CC3(Br)Br)c2)cc1 (stereo not drawn) | u | -9.9% | -33.1%[inhibitor] | 5.7% | 4.0 | 4.8 | 0.0% | -8.0% | 12.9%
CCN(CC)C(=O)COc1ccc(N(C)S(=O)(=O)c2ccc(NC(C)=O)cc2)cc1 | 9.5% | 1.0% | -15.4% | -0.2% | -4.9 | 0.8 | -6.7% | 5.3% | -5.9%
Cc1nn(-c2ccccc2)c(N)c1N=Nc1ccc2ccccc2c1 | u | -25.6% | -22.8% | 21.3% | 8.1 | 2.3 | -16.8% | -11.8% | u
CCOc1ccc2c(c1)N(C(=O)CN1C(=O)CCC1=O)C(C)(C)C=C2C | 1.8% | -14.8% | i | -0.4% | 1.8 | 23.0 | 10.4% | 4.9% | 0.0%
CN(C)CCN1C(=O)C(=O)/C(=C(/O)c2ccc(S(=O)(=O)N3CCOCC3)cc2)C1c1ccc(F)cc1 (stereo not drawn) | 6.3% | 4.5% | -4.4% | -9.2% | 8.1 | 15.9 | 1.1% | x | 14.6%
Cc1ccccc1OCC(=O)Nc1ccc2nc(SCCOc3ccccc3)sc2c1 | 11.3% | -2.9% | i | x | -4.7 | x | x | u | -2.0%
CCOc1ccc(CNc2nc3nc(C)c(Cc4ccccc4)c(=O)n3[nH]2)cc1 | 2.8% | 2.7% | -23.3% | x | -9.0 | x | x | -2.3% | 16.8%
CC(=O)c1ccc(S(=O)(=O)Nc2ccc(-n3cnnn3)cc2)cc1 | 18.1% | -25.1% | -46.3%[inhibitor] | -6.0% | -8.1 | -3.0 | 0.3% | -28.0% | 14.7%
CCOC(=O)c1ccccc1NC(=O)c1c(N)n(C)c(=O)[nH]c1=O | 11.8% | -2.7% | -31.6%[inhibitor] | -2.2% | 4.4 | 18.9 | 8.0% | 0.0% | 23.5%
CCOc1ccc(-c2nonc2NC(=O)c2ccco2)cc1 | 11.0%&3.0% | -7.7%&3.0% | -6.8% | 6.4% | 15.8&-2.5 | 16.3 | -18.0% | -1.8% | 4.6%&14.6%
C[C@H]1CN([C@@H](C)CO)C(=O)CCCn2nncc2CO[C@H]1CN(C)C(=O)c1ccc(N2CCN(C)CC2)cc1 | -1.5% | 0.1% | -10.7% | 2.6% | 1.1 | -19.4 | -2.9% | -2.1% | 10.2%
O=C(Oc1ccc2ccccc2c1Br)N1CCCCCC1 | u | -3.5% | -27.8%[57.5 µM] | 1.6% | -1.8 | u | -7.2% | u | 25.9%
Cc1nnc(NC(=O)c2ccc(-c3ccc([N+](=O)[O-])cc3)o2)s1 | 45.8%[activator] | 15.0% | -2.6% | -0.2% | -3.0 | -29.8 | -14.9% | u | 8.3%
CC1(C)CC(=O)C=C(c2cccc(O)c2)C1=O | 3.6% | -32.1% | i | 6.0% | 5.0 | -15.1 | -1.1% | 29.0% | 0.6%
Cn1cccc1/C=N/NC(=O)c1ccc(OC(F)(F)C(F)F)cc1 | -2.4% | -0.2% | -5.6% | 3.3% | -7.3 | -13.9 | -11.4% | 13.2% | 10.3%
CC(=O)Nc1ccc(OCC(O)CN2CCN(c3ccc(Cl)cc3)CC2)cc1 (stereo not drawn) | u | -11.1% | -21.2% | -9.5% | 2.7 | -72.0* | -15.1% | -25.8% | -1.6%
C[C@H](NC(=O)C1(c2ccccc2)CCN(C(=O)[C@H]2CSCN2C(=O)OC(C)(C)C)CC1)C(=O)O | 20.9% | 12.2% | i | -11.7% | 0.4 | -23.8 | -2.5% | 18.5% | -13.5%
Cc1ccc(N2CCN(C(=O)CCc3c(C)nc4ncnn4c3C)CC2)c(C)c1 | -0.4% | 1.2% | -24.9% | -2.6% | -6.1 | x | x | u | -3.9%
CCN1C(=O)C(CC(=O)NCCc2ccccc2)N(NC(=O)c2ccc(Br)cc2)C1=S (stereo not drawn) | 10µM* | -8.6% | -5.7% | -1.8% | 0.8 | 6.6 | u | u | 14.1%
Cc1cc(O)c2c(C)c(CC(=O)NCc3ccccc3Cl)c(=O)oc2c1 | -18.0% | -0.1% | -17.4% | x | 6.8 | x | x | 0.0% | 11.1%
COc1ccccc1NS(=O)(=O)c1cc(C(=O)NCCN2CCOCC2)ccc1Cl | 0.0% | 0.0% | i | -0.9% | -16.0 | -21.0 | 1.0% | -0.4% | 0.0%
CCc1ccc2nc(N(Cc3cccnc3)C(C)=O)sc2c1 | 10.4% | 1.1% | 3.9% | x | -9.6 | x | x | x | 1.7%
COc1ccc(C(=O)N2CCCC(c3cc(C(=O)Nc4ccccc4)no3)C2)cc1 (stereo not drawn) | 32.0%[activator] | 1.6% | -53.7%[inhibitor] | -3.2% | -0.2 | 7.4 | -0.5% | 4.6% | u
O=C(Nc1sc2c(c1C(=O)O)CCCCC2)c1cccnc1 | 1.8% | 4.7% | -22.9% | 1.7% | 8.0 | -3.0 | -10.2% | -6.1% | -1.0%
CCC1CCCCN1S(=O)(=O)c1ccc(NC(=O)c2nc(SC)ncc2Cl)cc1 (stereo not drawn) | u | -5.0% | i | x | -0.8 | x | x | -1.0% | u
Oc1ccccc1N=Cc1c(O)ccc2oc3c(c12)CCCC3 | u | 3.3% | 22.2% | 7.7% | 9.1 | 10.0 | 9.6% | 0.0% | -39.1%[inhibitor]
COc1ccc(C(NC(=O)CNC(C)=O)C(=O)Nc2ccc3c(c2)OCCO3)cc1 (stereo not drawn) | 13.8% | -13.3% | i | -11.5% | -10.4 | -6.8 | -11.0% | 0.0% | -20.2%
COc1ccc([C@@H]2C[C@H]3[C@@H](CN2S(=O)(=O)c2ccccc2)C(=O)C[C@@H](c2cccc(Cl)c2)N3S(=O)(=O)c2ccc(C)cc2)cc1 | 16.2% | 3.0% | -23.7% | -4.8% | 7.9 | 29.5 | -0.2% | 14.2% | 9.8%
C#CCOCCOCCOCCNc1nc(N2CCN(C(=O)Cn3cc(CC(C)O)nn3)CC2)nc(N2CCN(C(=O)[C@H](CCCCN)n3cc(CCC(=O)O)nn3)CC2)n1 (stereo partly drawn) | 2.2% | 6.8% | i | -0.2% | 4.8 | 5.8 | -2.2% | u | 5.0%
CC(=O)c1cccc(NC(=O)CCNS(=O)(=O)c2cccc3nsnc23)c1 | 0.0% | 1.0% | i | 5.9% | 2.0 | 9.5 | -1.9% | 4.3% | 17.8%
O=C(CCNC(=O)c1ccc(Br)cc1)NCc1ccccc1F | u | 2.2% | -21.0% | 8.5% | -4.7 | -2.9 | 1.0% | -26.3% | -8.3%
CC(C)(C)NC(=O)CN(C(=O)CCC(=O)Nc1nccs1)c1ccc2c(c1)OCCO2 | 18.6% | 4.2% | i | 6.1% | -0.9 | 10.4 | -0.2% | -0.1% | 7.3%
CCCN1C(=O)/C(=C2\SC(N3CCCCC3)=NC2=O)c2ccccc21 | 1.0% | -7.9% | -17.6%[57.5 µM] | 17.9% | -2.1 | 31.2 | -9.6% | u | -11.8%
CCCc1cc(=O)oc2cc(C)cc(OC(C)C(=O)NCC(O)c3ccccc3)c12 (stereo not drawn) | 0.9% | -3.5% | i | 2.9% | 2.9 | 1.0 | 4.6% | -19.8% | 12.5%
O=c1[nH]c2c(s1)C(c1ccccc1)C1C3CCC(C3)C1S2 (stereo not drawn) | 6.31µM* | 41.4%[activator] | -23.5%[57.5 µM] | -0.2% | -2.4 | u | -0.4% | 0.4% | -14.3%
Cc1csc(SC(C)C(=O)NCC(=O)Nc2ccc(F)c(F)c2F)n1 (stereo not drawn) | -13.5% | 5.7% | i | 2.9% | -5.3 | 1.3 | 5.2% | -21.3% | 27.6%
COc1ccccc1OCC(=O)N(Cc1ccc(Cl)cc1)CC1CCCO1 (stereo not drawn) | u | -8.5% | i | x | -7.2 | x | x | x | 19.0%
Cc1ccc(S(=O)(=O)Nc2ccc3c4c(cccc24)CC3)c(C)c1 | u | -26.5% | -6.5% | 14.7% | -14.2 | u | 2.4% | 20.6µM* | 5.0%
COc1ccccc1CNC(=O)C(=O)NCC(c1ccco1)S(=O)(=O)c1ccc(F)cc1 (stereo not drawn) | -9.4% | 1.5% | -22.5% | x | 3.3 | x | x | -4.0% | 18.5%

Whole records as entered above. Screens in order: GLP-1R inv ag, GLP1R cytotox, PTHR1 ag, GLP1R ag, D3 ag, D3 antag, aSyn yeast inh, KB-V1 MDR tox, TDP-43 yeast inh
Shown for COc1ccc(C(NC(=O)CNC(C)=O)C(=O)Nc2ccc3c(c2)OCCO3)cc1 (stereo not drawn) → 13.8%, -13.3%, i, -11.5%, -10.4, -6.8, -11.0%, 0.0%, -20.2%
Shown for C#CCOCCOCCOCCNc1nc(N2CCN(C(=O)Cn3cc(CC(C)O)nn3)CC2)nc(N2CCN(C(=O)[C@H](CCCCN)n3cc(CCC(=O)O)nn3)CC2)n1 (stereo partly drawn) → 2.2%, 6.8%, i, -0.2%, 4.8, 5.8, -2.2%, u, 5.0%

Source: PubChem

The list is partial, so the mix of outcomes need not match the whole.
